Screens (PubChem BioAssay)
KOR beta-arrestin-1: kappa opioid receptor activators – cell-based, luminescence, uHTS, primary screen (AID 1777); KOR beta-arrestin recruitment, luminescence; higher % means a stronger effect; actives 0.02% (n = 280,000); activation, % at 10 µM, or EC50 in µM where a hit was titrated; in the data active = activation above about 50%, passing the limit was not always enough; also: a part of the inactive calls stands beside numbers as strong as those of hits
Myeloid diff 2: myeloid differentiation induction; ER-HoxA9 myeloid progenitors, lysozyme-GFP differentiation, flow cytometry; calls only at 10 µM; actives 1% (n = 360,000);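 active = normalized GFP-positive differentiation at or above the plate's own cutoff, the solvent-only control mean plus 3 SD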;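 also: cells exposed to compound for four days before flow analysis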
GPR35 antagonists: GPR35 antagonists blocking zaprinast-driven arrestin recruitment, primary screen, imaging, U2OS, beta-arrestin-GFP, zaprinast agonist (AID 2058). U2OS GPR35 beta-arrestin-GFP translocation imaging, zaprinast antagonism; higher % means a stronger effect. inhibition, % at 10 µM, or IC50 in µM where a hit was titrated. actives 0.052% (n = 290,000);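 active = inhibition of at least 50% with at least 30 cells and total cytoplasm GFP at most 10,000,000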
NOD1 NF-kB reporter: inhibition of NOD1-driven NF-kB reporter – cell-based, luminescence, uHTS, primary screen (AID 1578). NOD1-driven NF-kB luciferase reporter cells, luminescence; higher % means a stronger effect. one-dose inhibition, % at 4 µM; EC50 in µM for titrated hits. actives 1% (n = 290,000); in the data active = inhibition mostly above about 36%, no sharp cut-off; inactive = mostly below about 34%;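 also: HEK-293T reporter cells stimulated with the NOD1 agonist gamma-tri-DAP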
HEK293 NOD2/NF-kB: NOD2 signaling inhibitors, cell-based, luminescence, uHTS, HEK293 (AID 1566). inhibition, % at 4 µM, or EC50 in µM where a hit was titrated. HEK293 NOD2/NF-kB luciferase reporter, luminescence; higher % means a stronger effect. actives 0.63% (n = 290,000); also: many of its hits are not listed in these tables
KOR beta-arrestin-2: kappa opioid receptor blockers – cell-based, luminescence, uHTS (AID 1778); KOR beta-arrestin recruitment, luminescence, antagonist mode; higher % means a stronger effect; one-dose inhibition, % at 10 µM; IC50 in µM for titrated hits; actives 0.091% (n = 290,000); also: strong numbers were not always called active
GPR55 antagonists: GPR55 antagonists blocking LPI-driven arrestin recruitment, primary screen, imaging, U2OS, beta-arrestin-GFP, LPI agonist (AID 2013). inhibition, % at 10 µM; hits with a dose series show IC50 in µM. U2OS GPR55 beta-arrestin-GFP translocation imaging, LPI antagonism; higher % means a stronger effect. actives 0.13% (n = 290,000);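 active = spots per cell inhibited over 60%, with over 100 cells counted and total cytoplasm intensity under 500,000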;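 also: U2OS cells stably carrying GPR55 and arrestin-GFP stimulated by 5 µM LPI near EC80; imaged beta-arrestin-GFP aggregate spots per cell after agonist stimulation; plate controls were LPI-stimulated DMSO wells for no effect and DMSO wells without LPI for full effect; some results filed as inactive read as strong as hits; confirmed hits need IC50 under 10 µM and bright autofluorescent wells are also inconclusive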
GPR55 activation: GPR55 agonists via beta-arrestin recruitment, primary screen, imaging, U2OS cells, beta-arrestin-GFP redistribution (AID 1961). one-dose activation, % at 10 µM; EC50 in µM for titrated hits. U2OS GPR55 beta-arrestin-GFP redistribution imaging; higher % means a stronger effect. actives 0.048% (n = 290,000);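 active = activation above 40% with more than 50 cells counted in the well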;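 also: U2OS osteosarcoma cells stably expressing GPR55 and beta-arrestin-GFP; plate controls were DMSO negative control for no effect and LPI positive control for full effect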
HIV fusion peptide: inhibitors of HIV fusion peptide binding, primary screen, biochemical, uHTS, fluorescence dequenching (AID 1986) | cell-free peptide binding, fluorescence dequenching, 30 min; higher % means a stronger effect | inhibition, % at 20 µM, or IC50 in µM where a hit was titrated | actives 0.3% (n = 290,000); in the data active = inhibition mostly above about 52%, no sharp cut-off; inactive = mostly below about 76%; also: some results filed as inactive read as strong as hits
Myeloid diff 2 GFP+ MAC1+ %: second read-out of Myeloid diff 2, no call of its own (marks repeat the call); GFP+ MAC1+ double positive, %; measured here: differentiation confirmed by MAC1 staining
* = called active by the depositor; i = inactive; nt = no result given; [ ] = dose if it differs, or a comment. Rule as the data show it, unless noted: active = inhibition above about 50%; inactive = the rest. These rows are one share of the data; rates above refer to the full screens.

SMILES	KOR beta-arrestin-1	Myeloid diff 2	Myeloid diff 2 GFP+ MAC1+ %	GPR35 antagonists	NOD1 NF-kB reporter	HEK293 NOD2/NF-kB	KOR beta-arrestin-2	GPR55 antagonists	GPR55 activation	HIV fusion peptide
CN1CCN(C(=O)C2=C[C@@H](c3ccccc3)C[C@@H](OCc3ccc(CO)cc3)O2)CC1	-4.5%	i	0.9	3%	14%	-7%	-5%	0%	0.2%	-0.6%
O=C(Nc1ccccc1)c1ccc(COc2ccccc2)cc1	-9.4%	i	0.2	19%	-53%	-65%	-55%[20 µM]	-2%	0.3%	1.2%
O=C(/C=C/c1ccc(Br)cc1)N1CCN(c2cccc(C(F)(F)F)c2)CC1	-3.0%	i	0.9	-1%	37%	30%	-15%	5%	0.0%	-2.5%
COc1cccc(N2C(=O)C(O)=C(C(C)=O)C2c2ccc(OC)c(OC)c2)c1 (stereo unspecified)	nt	i	1.1	1%	3%	-15%	-23%	-22%	-0.2%	-1.9%
Cc1nc(NC(=O)CSc2ccccc2N)sc1C	3.2%	nt	nt	0%	-4%	-18%	8%	8%	0.2%	0.3%
Cc1ccccc1CSc1ccc(-c2ccc3c(c2)OCO3)nn1	-8.0%	i	0.7	-10%	-39%	-111%	11%	-30%	0.9%	-3.0%
CCCNC(=S)Nc1c(C)n(C)n(-c2ccccc2)c1=O	-2.8%	i	0.1	-14%	-12%	26%	13%	-3%	0.0%	-0.6%
O=C(Oc1ccc(Cl)c2cccnc12)N1CCCCCC1	-6.6%	i	0.7	8%	-26%	-13%	10%	10%	1.0%	-1.5%
COc1ccc(Nc2nnc(-c3ccncc3)s2)cc1Cl	-0.7%	i	0.5	0%	3%	2%	-10%	-1%	0.0%	-7.3%
CC1CCCCC1N1CCN(C(=O)c2cccc(F)c2)CC1 (stereo unspecified)	0.6%	i	0.8	4%	15%	-19%	-48%	-1%	0.4%	0.7%
Cc1cccc(NC(=S)N2CCOCC2)c1C	-1.4%	i	0.4	8%	17%	-17%	8%	0%	-0.3%	1.8%
CCn1c(Cc2ccccc2)nnc1SCC(=O)Nc1nc2ccccc2s1	-4.8%	i	0.6	7%	-23%	13%	32%	15%	0.8%	-1.1%
COc1ccc(CCNC(=O)COC(=O)c2cnccn2)cc1	-11%	i	2.9	-1%	3%	-1%	17%	-4%	-0.2%	-0.7%
CN1CCN(C(=O)c2cnn3c(C(F)(F)F)cc(-c4ccc5c(c4)OCO5)nc23)CC1	3.8%	i	0.5	7%	-20%	11%	-26%	3%	0.2%	-1.5%
COCCNC(=O)C(c1ccc(F)cc1)N(Cc1ccco1)C(=O)CCC(=O)Nc1nccs1 (stereo unspecified)	9.5%	i	0.4	-10%	-5%	-13%	-27%	-6%	-0.2%	-2.2%
CCn1c(SCC(=O)NCc2ccccc2)nc2nc3c(cc2c1=O)CCCC3	-3.7%	i	0.6	-4%	-5%	21%	-17%[20 µM]	2%	0.2%	2.0%
CN(c1ccccc1)S(=O)(=O)c1cccc(C(=O)NNC(=O)c2ccccc2)c1	2.1%	i	0.9	-3%	3%	13%	-25%	-2%	-0.4%	0.7%
O=C(CN1CCCN(Cc2ccc(F)cc2Cl)C1=O)NC1CCCC1	-2.1%	i	0.3	-13%	-3%	-4%	-1%	2%	0.1%	1.9%
Cc1nc2ccc(S(=O)(=O)N(C)CC(=O)N3CCc4ccccc43)cc2s1	3.7%	i	1.0	10%	-10%	3%	1%	17%	-0.1%	1.2%
Cc1ccc(S(=O)(=O)NNC(=O)c2ccccc2O)cc1	2.9%	i	0.2	-13%	-21%	8%	-6%	15%	0.8%	2.1%

Profiles, quoted from the list. Screens in order: KOR beta-arrestin-1 | Myeloid diff 2 | Myeloid diff 2 GFP+ MAC1+ % | GPR35 antagonists | NOD1 NF-kB reporter | HEK293 NOD2/NF-kB | KOR beta-arrestin-2 | GPR55 antagonists | GPR55 activation | HIV fusion peptide
Record of COc1ccc(CCNC(=O)COC(=O)c2cnccn2)cc1 : -11% | i | 2.9 | -1% | 3% | -1% | 17% | -4% | -0.2% | -0.7%
Record of CN(c1ccccc1)S(=O)(=O)c1cccc(C(=O)NNC(=O)c2ccccc2)c1 : 2.1% | i | 0.9 | -3% | 3% | 13% | -25% | -2% | -0.4% | 0.7%
Record of COCCNC(=O)C(c1ccc(F)cc1)N(Cc1ccco1)C(=O)CCC(=O)Nc1nccs1 (stereo unspecified) : 9.5% | i | 0.4 | -10% | -5% | -13% | -27% | -6% | -0.2% | -2.2%
Record of Cc1nc2ccc(S(=O)(=O)N(C)CC(=O)N3CCc4ccccc43)cc2s1 : 3.7% | i | 1.0 | 10% | -10% | 3% | 1% | 17% | -0.1% | 1.2%
Record of Cc1cccc(NC(=S)N2CCOCC2)c1C : -1.4% | i | 0.4 | 8% | 17% | -17% | 8% | 0% | -0.3% | 1.8%

New compounds follow
SMILES	KOR beta-arrestin-1	Myeloid diff 2	Myeloid diff 2 GFP+ MAC1+ %	GPR35 antagonists	NOD1 NF-kB reporter	HEK293 NOD2/NF-kB	KOR beta-arrestin-2	GPR55 antagonists	GPR55 activation	HIV fusion peptide
O=c1[nH]c2ccc(S(=O)(=O)Nc3ccc(Cl)cc3)cc2[nH]1	3.9%	i	0.6	-4%	-15%	4%	-26%[20 µM]	-3%	-0.2%	-0.7%
CCC(C)C(NC(=O)CCC(=O)OCC(=O)[C@@]1(O)CCC2[C@@H]3CCC4=CC(=O)C=C[C@]4(C)C3[C@@H](O)C[C@@]21C)C(=O)O (stereo partly specified)	-1.5%	i	2.3	8%	-5%	18%	2%	0%	-0.2%	-1.2%
CC(=O)NS(=O)(=O)c1ccc(N2C(=O)c3ccccc3C2=O)cc1	-4.0%	i	0.1	-6%	-42%	-12%	-6%	1%	-0.5%	-2.8%
CCCOC(=O)/C(=C\C=C\c1ccccc1)NC(=O)c1ccccc1	-4.5%	i	0.5	14%	-25%	-1%	13%[20 µM]	6%	0.0%	-0.2%
CC(C)CCN=CC1=C(O)CC(c2ccccc2)CC1=O (stereo unspecified)	-0.3%	i	0.3	0%	-52%	-5%	-30%	17%	0.0%	0.4%
Cc1ccc(S(=O)(=O)n2nc(OC(=O)c3cccc(F)c3)cc2N)cc1	1.2%	i	0.0	16%	-13%	-8%	-20%	16%	-0.2%	1.3%
O=C(CSc1nnc(-c2ccc(F)cc2)o1)c1ccc2c(c1)OCCO2	-0.7%	i	7.8	12%	6%	-5%	-4%	-27%	-0.1%	-0.2%
O=C(COc1ccc(F)cc1)Nc1nccs1	3.3%	i	2.7	-9%	-25%	-58%	-7%	-8%	-0.5%	0.2%
COc1ccccc1CN(CC(=O)NCc1ccc(F)cc1)C(=O)c1csnn1	3.0%	i	0.2	6%	-26%	8%	-25%	4%	0.2%	-0.4%
COC(=O)c1ccc(C2c3[nH]c4ccccc4c3C[C@H]3C(=O)N(C)CC(=O)N23)cc1 (stereo partly specified)	-1.9%	i	0.5	0%	-2%	-9%	3%	2%	0.3%	-0.3%

Copied from the entries so far for reference:
SMILES	KOR beta-arrestin-1	Myeloid diff 2	Myeloid diff 2 GFP+ MAC1+ %	GPR35 antagonists	NOD1 NF-kB reporter	HEK293 NOD2/NF-kB	KOR beta-arrestin-2	GPR55 antagonists	GPR55 activation	HIV fusion peptide
O=C(COc1ccc(F)cc1)Nc1nccs1	3.3%	i	2.7	-9%	-25%	-58%	-7%	-8%	-0.5%	0.2%
COc1ccccc1CN(CC(=O)NCc1ccc(F)cc1)C(=O)c1csnn1	3.0%	i	0.2	6%	-26%	8%	-25%	4%	0.2%	-0.4%
COC(=O)c1ccc(C2c3[nH]c4ccccc4c3C[C@H]3C(=O)N(C)CC(=O)N23)cc1 (stereo partly specified)	-1.9%	i	0.5	0%	-2%	-9%	3%	2%	0.3%	-0.3%

Going on with the list.
SMILES	KOR beta-arrestin-1	Myeloid diff 2	Myeloid diff 2 GFP+ MAC1+ %	GPR35 antagonists	NOD1 NF-kB reporter	HEK293 NOD2/NF-kB	KOR beta-arrestin-2	GPR55 antagonists	GPR55 activation	HIV fusion peptide
CC(CNc1ccc([N+](=O)[O-])c2cccnc12)Nc1c([N+](=O)[O-])cc(C(F)(F)F)cc1[N+](=O)[O-] (stereo unspecified)	-4.9%	i	0.7	7%	10%	14%	30%	0%	-0.1%	-2.0%
Cc1ccc(NC(=O)/C(=C\c2cccnc2)NC(=O)c2ccco2)cc1	3.0%	i	0.7	0%	nt	0%	-33%	-1%	-0.1%	-4.2%
O=C1OC(Nc2ccc(Br)cc2F)c2ccccc21 (stereo unspecified)	2.8%	i	0.2	4%	-1%	-23%	-25%	-7%	0.3%	9.8%
O=C(CNS(=O)(=O)c1ccccc1)Nc1ccc(C(F)(F)F)cc1	0.4%	i	1.1	-6%	-3%	17%	2%	12%	-0.1%	4.1%
CCOc1cnc(C(=O)NNC(=O)C(Br)C(C)C)o1 (stereo unspecified)	-4.1%	i	0.2	-16%	-25%	9%	-23%	0%	0.2%	0.6%
CCOCc1nnc(NC(=O)C2CC(=O)N(C3CCCC3)C2)s1 (stereo unspecified)	-6.5%	i	0.3	5%	-18%	1%	0%	6%	-0.2%	-0.6%
O=C(N/N=C1/CC2C=CCC12)c1cccs1 (stereo unspecified)	-1.5%	i	1.0	-10%	-20%	2%	-9%	2%	0.0%	0.4%
O=c1cc(-c2ccccc2)nc2nc(COc3ccccc3)[nH]n12	0.1%	i	2.3	-6%	-10%	-3%	2%	9%	-0.2%	3.6%
COc1ccc(CNC(=O)c2onc(C)c2Cl)cc1	6.9%	i	1.9	10%	-16%	28%	-3%	8%	0.3%	-2.9%
CC1CN(c2nc3ccccc3cc2-c2ccccc2)CC(C)O1 (stereo unspecified)	2.8%	i	0.7	4%	-46%	13%	15%	8%	-0.1%	-0.9%
CC(C)N(Cc1ccccc1)C(=O)c1cnc2n(c1=O)CCS2	-4.1%	i	2.1	-14%	-25%	3%	8%	-3%	-0.2%	-0.9%
CCCOC(=O)CCCCC1SCC(NC(=O)OC)C1NC(=O)OC (stereo unspecified)	0.5%	i	1.5	15%	-23%	12%	11%	4%	-0.2%	2.8%
CCn1cc(CN2CCc3c([nH]c4ccccc34)C2c2ccc(F)c(OC)c2)c(C)n1 (stereo unspecified)	-0.8%	i	0.4	13%	-24%	-6%	-5%	-6%	0.1%	1.6%
COc1ccc(OC)c(CNC(=O)CCNC(=O)Cn2ccc3ccccc3c2=O)c1	-3.3%	i	2.4	-11%	12%	20%	25%	4%	0.3%	0.5%
COc1cccc2cc(C(=O)NCCc3ccccc3)oc12	-4.0%	i	0.4	-11%	-46%	-27%	39%	2%	-0.2%	-1.3%
CCOC(=O)/C(=N\Nc1ccccc1Cl)N1CC(C)OC(C)C1 (stereo unspecified)	2.7%	i	0.5	-16%	-7%	-18%	-12%	-4%	-0.1%	-1.7%
O=C(O)C1CC1(c1ccccc1)c1ccccc1 (stereo unspecified)	-0.6%	i	0.4	-4%	-22%	-1%	11%	10%	-0.1%	-0.1%
Cc1cnn(C(=O)c2cc(-c3ccccc3)nc3ccccc23)c1	-2.9%	i	9.3	-3%	nt	15%	6%	-5%	-0.2%	-2.9%
